# CHRM4 antagonist = CHRM4 antagonism in calcium assay | P08173 | CHO-hM4 cells, ACh EC80, Fluo-8 calcium fluorescence | inhibition, % at 3 µM | 360,000 tested, 0.73% active;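 active means inhibition above its plate's cutoff, the mean inhibition of sample wells plus 3 SD, cut at about 27% in these data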;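 further: 0% = acetylcholine EC80 with DMSO and 100% = DMSO without agonist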
# Target sequence (P08173 whole entry, looked up): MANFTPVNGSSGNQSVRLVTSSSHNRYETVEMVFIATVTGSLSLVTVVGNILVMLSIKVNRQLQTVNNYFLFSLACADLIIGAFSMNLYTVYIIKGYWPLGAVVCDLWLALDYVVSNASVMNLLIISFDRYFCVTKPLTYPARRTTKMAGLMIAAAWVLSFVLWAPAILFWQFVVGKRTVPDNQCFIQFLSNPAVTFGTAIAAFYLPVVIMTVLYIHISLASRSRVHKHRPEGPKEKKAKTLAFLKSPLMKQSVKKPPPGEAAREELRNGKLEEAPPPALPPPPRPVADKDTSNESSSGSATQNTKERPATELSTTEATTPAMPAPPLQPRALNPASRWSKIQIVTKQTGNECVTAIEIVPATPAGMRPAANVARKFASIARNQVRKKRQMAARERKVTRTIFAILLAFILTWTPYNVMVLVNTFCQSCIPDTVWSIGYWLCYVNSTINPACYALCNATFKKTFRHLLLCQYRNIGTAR
# M1 PAM = human CHRM1 positive allosteric modulation | CHO-K1 hM1, Fluo-8 calcium fluorescence, ACh EC20; 0% = ACh EC20, 100% = maximal ACh | 360,000 tested, 0.088% active | P11229 | activation, % at 3 µM; in the data active means activation above about 19%, passing the limit was not always enough
# Target sequence (P11229 whole entry, looked up): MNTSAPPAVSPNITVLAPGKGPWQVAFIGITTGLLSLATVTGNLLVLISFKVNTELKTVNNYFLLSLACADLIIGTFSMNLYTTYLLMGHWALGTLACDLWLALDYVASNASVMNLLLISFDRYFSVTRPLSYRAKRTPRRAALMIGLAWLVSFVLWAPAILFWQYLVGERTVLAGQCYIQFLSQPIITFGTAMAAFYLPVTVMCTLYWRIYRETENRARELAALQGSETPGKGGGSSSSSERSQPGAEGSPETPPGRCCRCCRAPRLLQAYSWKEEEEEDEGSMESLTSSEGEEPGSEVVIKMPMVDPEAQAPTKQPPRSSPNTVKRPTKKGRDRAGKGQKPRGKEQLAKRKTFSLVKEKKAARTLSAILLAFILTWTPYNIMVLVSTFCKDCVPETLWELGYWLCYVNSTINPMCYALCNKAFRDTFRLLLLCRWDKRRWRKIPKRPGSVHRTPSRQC
# CRFR2-BP ag = CRF-BP/CRF-R2 complex agonism; HEK293 CRF-R2/CRF-BP, calcium dye fluorescence (FLIPR); percent of saturating CRF peptide response; activation, % at 13.2 µM; 350,000 tested, 0.46% active; AID 588473;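 active means activation of at least 50%, plus an integration ratio under a set limit after plate pattern correction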;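 further: plate controls were neutral control wells without compound for no effect and CRF at EC100 for full effect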
# M5 antag = blocks acetylcholine activation of human M5 receptor; inhibition, % at 3 µM; CHO-hM5 cells, Fluo-8 calcium fluorescence, ACh EC80; 360,000 tested, 0.59% active;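 active means inhibition above a per-plate cutoff, the mean of that plate's test compounds plus 3 SD, cut at about 27% in these data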;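 further: 0% = acetylcholine EC80 with DMSO and 100% = DMSO without agonist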
# M4 PAM = CHRM4 positive allosteric modulation. P08173. CHO-K1 hM4/Gqi5, Fluo-8 calcium fluorescence, ACh EC20; 0% = ACh EC20, 100% = maximal ACh. activation, % at 3 µM. 360,000 tested, 0.4% active. AID 624126;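 active means activation above its plate's cutoff, the mean activation of sample wells plus 3 SD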; further: some results filed as inactive read as strong as hits
# CHRM4 agonist = CHRM4 agonism in calcium assay | P08173 | CHO-K1 hM4/Gqi5, Fluo-8 calcium fluorescence; vehicle 0%, full acetylcholine response 100% | activation, % at 3 µM | 360,000 tested, 0.14% active;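 active means activation above the run mean over all test wells plus 3 SD, cut at about 32% in these data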;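 further: peak over basal fluorescence ratio per well then scaled between controls; 0% = DMSO wells and 100% = acetylcholine at EC100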
# M5 PAM = CHRM5 positive allosteric modulation. AID 624038. CHO-K1 hM5, Fluo-8 calcium, ACh EC20 PAM; 0% = ACh EC20, 100% = ACh EC100. P08912. 360,000 tested, 0.3% active. activation, % at 3 µM;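 active means activation above the run cutoff, the mean activation of all test compounds plus 3 SD, cut at about 18% in these data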
#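 System: CHO-K1 cell line with stable human muscarinic M5 receptor expression | Also added: EC20 acetylcholine as agonist stimulus | Compound: One concentration, 3 µM final (nominal) | Timing: Fluo-8 loading 80 min at 37 °C plus 30 min room temperature | Measured by: Fluo-8 calcium dye fluorescence, kinetic read | Read-out basis: % activation, ACh-normalized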
# CHRM5 agonist = agonists of human muscarinic M5 receptor (CHRM5); P08912; CHO-K1 hM5 cells, Fluo-8 calcium fluorescence; 0% DMSO wells, 100% maximal acetylcholine response; activation, % at 3 µM; 360,000 tested, 0.19% active;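 active means activation above the run's mean over test compounds plus 3 SD, cut at about 23% in these data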;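 further: signal is peak over basal fluorescence ratio across the kinetic read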
# CRFR2-BP antag = CRF-BP/CRF-R2 complex antagonism; HEK293 CRF-R2/CRF-BP, CRF-induced calcium fluorescence; 350,000 tested, 0.59% active; inhibition, % at 11.8 µM;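 active means inhibition of the ligand-induced calcium signal above about 50% at the single tested concentration, limit read from the data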
# * hit, by the source's call; / = no result given.
(1) COc1ccc(-c2nnn(CC(=O)c3c[nH]c4ccccc34)n2)cc1OC
(2) Cn1c(=O)c2c(nc(SCCN3CCOCC3)n2Cc2ccccc2Cl)n(C)c1=O
(3) Clc1ccc(Sc2cc(N3CCOCC3)nc(-c3ccccc3)n2)cc1
(4) CC(=O)c1ccccc1NC(=O)COC(=O)c1cc2ccccc2[nH]1
(5) Cc1ccc(NC(=O)CS(=O)CC(=O)N(c2ccc(C)cc2)C(C)C(=O)NC2CCCCC2)cc1 (configuration not stated)
(6) CCNS(=O)(=O)c1ccc(NC(=S)N2CCc3ccccc32)cc1
(7) NC(=O)N/N=C/c1cc(F)cc(F)c1
(8) Cc1cccc(N2CC(C(=O)Nc3ccc4c(c3)OCO4)CC2=O)c1C (configuration not stated)
(9) CCOC(=O)C1CCCN(C(=O)C2CCN(Cc3nc(-c4ccc(Cl)cc4)oc3C)CC2)C1 (configuration not stated)
(10) Cc1cc(NC(=O)COC(=O)C2=COCCO2)c([N+](=O)[O-])cc1C
screen / no.	1	2	3	4	5	6	7	8	9	10
CHRM4 antagonist	-7	2	-5	-3	3	-8	-9	-4	3	-5
M1 PAM	-2	4	7	2	8	4	5	10	-15	2
CRFR2-BP ag	-0.3	-5.7	8.3	1.7	-1.5	1.5	0.0	0.9	-1.3	2.2
M5 antag	5	2	2	3	-3	-2	-12	-2	2	-1
M4 PAM	-3	-1	10	9	6	1	-6	0	-16	2
CHRM4 agonist	16	4	0	8	-2	4	2	3	2	3
M5 PAM	-8	1	1	-11	0	-5	15	5	-2	8
CHRM5 agonist	11	0	-1	0	-1	-1	0	-7	-8	-1
CRFR2-BP antag	-4	-24	-24	-8	-1	3	-5	-2	9	-6

(11) O=C(NCc1ccccn1)c1cc(Br)ccc1Cl
(12) CN1C2=CC=CC=CC2=[N+](C)C12C=CC(=[N+]([O-])[O-])C=C2[N+](=O)[O-] (configuration not stated)
(13) CC1=CC=CC2=NC(=O)CC(C)(C(=O)N(CC(=O)NC(C)C)C3CCCC3)N12 (configuration not stated)
(14) CN(CC(=O)Nc1ccccc1C(F)(F)F)C(=O)COc1ncnc2sccc12
(15) O=C(Nc1ccc(N2CCOCC2)cc1)Nc1ccc(Cl)c(Cl)c1
(16) Nc1nonc1-n1nnc(C(=O)N/N=C/c2ccc(O)cc2)c1COc1ccc(F)cc1
(17) COc1ccc(NC(=O)Nc2nc3c(s2)CCCC3)cc1
(18) COc1ccc(NC(=O)CN(C)C(=O)C2CCCO2)cc1 (configuration not stated)
(19) CCn1c(=O)cc(SCC(=O)N2CCN(c3ccccn3)CC2)c2ccccc21
(20) O=C(c1ccc(NC(=S)NCc2ccco2)cc1)N1CCOCC1
screen / no.	11	12	13	14	15	16	17	18	19	20
CHRM4 antagonist	-1	-11	5	-3	48*	5	-2	2	-5	-1
M1 PAM	7	3	1	10	-33	-1	-4	8	-8	11
CRFR2-BP ag	-2.9	-4.0	-0.6	0.9	4.0	0.1	1.8	0.4	-1.6	2.1
M5 antag	-1	-5	3	-11	39*	-3	-2	17	-3	-14
M4 PAM	-3	0	5	5	-18	-7	-5	0	0	1
CHRM4 agonist	0	1	0	1	43*	3	6	0	14	2
M5 PAM	4	-1	2	4	-24	1	-3	-2	-8	8
CHRM5 agonist	-2	3	1	3	15	3	1	2	3	2
CRFR2-BP antag	6	9	-10	5	-1	-7	-57	-11	3	-10

(21) CC(=O)Oc1ccc(C(=O)Nc2ccccc2C(=O)NCC(C)C)cc1
(22) COc1cc(C(=O)N2CCC(NC(=O)C(Cc3ccc(C)cc3)NC(C)=O)CC2)cc(OC)c1OC (configuration not stated)
(23) CCOC(=O)N1CCC(=NNC(=O)c2cc3ccccc3cc2O)CC1
(24) Cc1ccc2c(c1)C1(OCCCO1)C(=O)N2
(25) CCCCn1c(N)c(N(CC(C)C)C(=O)C2CCN(S(=O)(=O)c3ccc(C)cc3)CC2)c(=O)[nH]c1=O
(26) CCCCNC(=O)c1ccc(CS(=O)(=O)c2ccccc2OC)o1
(27) CCc1ccc(N=C2NC(=O)/C(=C/c3cc(OC)c(OC)c(OC)c3)S2)cc1
(28) CC(C)(C)OC(=O)[C@H](Cc1ccccc1)NC(=O)c1nc[nH]c1C(=O)N1CCN(C(=O)OC(C)(C)C)CC1
(29) COc1cc(-c2nc3ccccn3c2/N=C/c2ccc(F)cc2)ccc1O
(30) COc1ccc(/C=C(\NC(=O)c2ccccc2)C(=O)NCCN2CCOCC2)cc1OC
screen / no.	21	22	23	24	25	26	27	28	29	30
CHRM4 antagonist	4	8	-1	-15	-6	-5	2	-8	-8	7
M1 PAM	11	12	-2	-1	8	8	0	1	8	-4
CRFR2-BP ag	-0.3	-1.2	3.2	3.5	0.1	5.4	-0.1	-0.1	-1.6	-1.1
M5 antag	1	6	-8	6	5	-3	7	8	-18	14
M4 PAM	2	9	-7	-1	6	2	-2	5	10	-4
CHRM4 agonist	3	0	2	0	1	2	1	10	1	1
M5 PAM	-4	-1	-1	-7	5	2	-5	-11	6	-6
CHRM5 agonist	1	-1	0	-5	-2	-5	-7	-2	1	-2
CRFR2-BP antag	-1	7	-5	-3	1	-9	14	-15	9	-10

# Nos. 20 to 27 from above:
(20) O=C(c1ccc(NC(=S)NCc2ccco2)cc1)N1CCOCC1
(21) CC(=O)Oc1ccc(C(=O)Nc2ccccc2C(=O)NCC(C)C)cc1
(22) COc1cc(C(=O)N2CCC(NC(=O)C(Cc3ccc(C)cc3)NC(C)=O)CC2)cc(OC)c1OC (configuration not stated)
(23) CCOC(=O)N1CCC(=NNC(=O)c2cc3ccccc3cc2O)CC1
(24) Cc1ccc2c(c1)C1(OCCCO1)C(=O)N2
(25) CCCCn1c(N)c(N(CC(C)C)C(=O)C2CCN(S(=O)(=O)c3ccc(C)cc3)CC2)c(=O)[nH]c1=O
(26) CCCCNC(=O)c1ccc(CS(=O)(=O)c2ccccc2OC)o1
(27) CCc1ccc(N=C2NC(=O)/C(=C/c3cc(OC)c(OC)c(OC)c3)S2)cc1
screen / no.	20	21	22	23	24	25	26	27
CHRM4 antagonist	-1	4	8	-1	-15	-6	-5	2
M1 PAM	11	11	12	-2	-1	8	8	0
CRFR2-BP ag	2.1	-0.3	-1.2	3.2	3.5	0.1	5.4	-0.1
M5 antag	-14	1	6	-8	6	5	-3	7
M4 PAM	1	2	9	-7	-1	6	2	-2
CHRM4 agonist	2	3	0	2	0	1	2	1
M5 PAM	8	-4	-1	-1	-7	5	2	-5
CHRM5 agonist	2	1	-1	0	-5	-2	-5	-7
CRFR2-BP antag	-10	-1	7	-5	-3	1	-9	14

# (list continues)
(31) COc1ccccc1CNC(=O)c1cn(C)c2ccc(S(=O)(=O)N3CCCC3)cc2c1=O
(32) CC1(C(=O)Nc2nnc(SCc3ccccc3)s2)Cc2ccccc2C(=O)O1 (configuration not stated)
(33) CCN1CCCC(OC(=O)C(c2ccccc2)c2ccccc2)C1 (configuration not stated)
(34) O=C(Cn1cc2c(n1)CCCCC2)NCc1cccs1
(35) COc1ccc2c(c1)c(=O)oc1cc(OCC(=O)N3CCC(C)CC3)ccc12
(36) O=C(COc1ncnc2cc(Cl)ccc12)c1ccccc1
(37) Cc1ccc(N2CC(C(=O)Nc3ccc(S(=O)(=O)N4CCCC4)cc3)CC2=O)cc1 (configuration not stated)
(38) CCCNC(=O)CN1CCN(c2cc3ccccc3c(Cl)n2)CC1
(39) CSCCC(NC(=O)c1ccco1)C(=O)OC(C)C(=O)NC(=O)NC1CCCCC1 (configuration not stated)
(40) CC(C)CNc1ncnc2c1ncn2[C@H]1CN(Cc2cccs2)C[C@@H](CO)O1
screen / no.	31	32	33	34	35	36	37	38	39	40
CHRM4 antagonist	5	-10	32*	-6	11	-14	2	-11	0	-12
M1 PAM	9	1	-25	8	4	0	-2	7	10	14
CRFR2-BP ag	-0.7	-0.8	2.3	0.6	0.1	-2.4	1.4	-0.5	183*	/
M5 antag	4	-1	57*	0	-5	7	4	4	-1	-7
M4 PAM	6	11	-17	7	-2	-3	5	-3	4	8
CHRM4 agonist	1	4	1	1	1	1	4	5	2	2
M5 PAM	1	-8	-18	-1	4	5	-7	-5	-2	2
CHRM5 agonist	-4	0	-1	0	2	-1	1	-4	-1	0
CRFR2-BP antag	7	-23	-14	-2	-27	-10	-11	2	-60	/

(41) O=C1CCC(=O)c2ccc3c4c(ccc1c24)CC3
(42) Cc1cn(CC(=O)NCC(C)c2ccccc2)c(=O)[nH]c1=O (configuration not stated)
(43) Cc1onc(-c2ccccc2)c1C(=O)OCC(=O)Nc1ccccc1
(44) Cc1ccc(C2(c3noc(CN(C)Cc4cccnc4)n3)CCCC2)cc1
(45) COc1ccc(NC(=O)CN(C)C(=O)C2=COCCO2)cc1
(46) COc1cccc(C2N=C(c3ccccc3C)NO2)c1OC (configuration not stated)
(47) Fc1ccccc1-c1nc(-c2ccccc2)no1
(48) CCN1C(=O)CC(N2CCN(c3ccc(C(=O)c4ccncc4)cc3)CC2)C1=O (configuration not stated)
(49) NC(=O)c1ccsc1NC(=O)COC(=O)c1nc(Cl)ccc1Cl
(50) COCC(=O)Nc1ccc(S(=O)(=O)Nc2onc(C)c2C)cc1
screen / no.	41	42	43	44	45	46	47	48	49	50
CHRM4 antagonist	-8	-11	-16	-3	0	-15	6	-4	-13	-2
M1 PAM	2	2	4	-3	-1	8	3	1	4	0
CRFR2-BP ag	-3.0	-0.7	-0.4	-0.2	2.2	-1.6	0.8	-0.7	1.4	-0.3
M5 antag	11	-4	4	2	0	10	6	9	1	2
M4 PAM	12	5	7	-20	-2	-8	-1	-5	-1	5
CHRM4 agonist	3	1	3	5	0	2	1	3	11	1
M5 PAM	5	-2	-6	1	3	0	2	-7	-9	0
CHRM5 agonist	-1	2	-5	-6	1	-2	-2	3	4	0
CRFR2-BP antag	-1	15	3	1	107*	-4	10	3	1	1

(51) Cc1cc(C)nc(SCc2nnc(SCc3ccccc3Cl)o2)n1
(52) O=C(COc1ccccc1)Nc1ccc2c(c1)nc1n2CCSC1
(53) CN(C)C(C)(C)C#CC(O)(c1ccccc1)c1ccccc1
(54) CCOC(=O)c1c(C)[nH]c(C)c1C(=O)COC(=O)c1cc(OC)c(OC)cc1OC
(55) CCOc1ccccc1NC(=S)N1CCN(c2nc(-c3ccc(F)cc3)cs2)CC1
(56) CCOc1ccc(-c2c(C(=O)N/N=C(\C)c3cccnc3)nnn2-c2nonc2N)cc1
(57) CCN(CC(=O)NCc1ccc(Cl)cc1)C(=O)COc1cccc(Cl)c1
(58) CCCc1nnc(NC(=O)CN2CCN(C)CC2)s1
(59) COc1ccc(CCN2C(=O)CCC3=C2CCC3=O)cc1OC
screen / no.	51	52	53	54	55	56	57	58	59
CHRM4 antagonist	-4	-8	53*	-11	7	8	-16	5	-19
M1 PAM	1	5	-24	10	5	24	2	5	2
CRFR2-BP ag	0.8	0.8	4.8	-0.9	-3.8	2.0	-2.6	-1.1	/
M5 antag	-1	4	83*	-6	8	-4	3	7	-4
M4 PAM	-4	-2	-25	14	-3	11	17	10	10
CHRM4 agonist	0	2	0	5	1	3	4	0	1
M5 PAM	-12	-5	-33	-3	1	20*	-7	-11	-2
CHRM5 agonist	-13	-7	-13	0	-2	7	-4	-2	-1
CRFR2-BP antag	4	-4	1	-19	11	-6	3	28	/

# Screens (PubChem BioAssay)
